KLK7 zymogen act: activators of human kallikrein-7 zymogen; P49862; activation, % at 7 µM; AID 652039; purified proKLK7, EDANS-DABCYL substrate fluorescence; 100% is mature enzyme control, 0% vehicle; 370,000 compounds, 0.9% hits;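 active means activation above the mean of all tested compounds plus 3 SD, computed per campaign excluding outliers beyond control limits, cut at about 13% in these data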
ASAP1 inh: inhibitors of human ASAP1 ArfGAP activity; inhibition, % at 16.5 µM; ASAP1-stimulated ARF1 GTP hydrolysis, GDP FP detection; 360,000 compounds, 0.19% hits; Q9ULH1; in the data active means inhibition above about 25%;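 further: 0% = vehicle with enzyme and substrate and 100% = no enzyme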
Target sequence (Q9ULH1 325-724 limits assumed): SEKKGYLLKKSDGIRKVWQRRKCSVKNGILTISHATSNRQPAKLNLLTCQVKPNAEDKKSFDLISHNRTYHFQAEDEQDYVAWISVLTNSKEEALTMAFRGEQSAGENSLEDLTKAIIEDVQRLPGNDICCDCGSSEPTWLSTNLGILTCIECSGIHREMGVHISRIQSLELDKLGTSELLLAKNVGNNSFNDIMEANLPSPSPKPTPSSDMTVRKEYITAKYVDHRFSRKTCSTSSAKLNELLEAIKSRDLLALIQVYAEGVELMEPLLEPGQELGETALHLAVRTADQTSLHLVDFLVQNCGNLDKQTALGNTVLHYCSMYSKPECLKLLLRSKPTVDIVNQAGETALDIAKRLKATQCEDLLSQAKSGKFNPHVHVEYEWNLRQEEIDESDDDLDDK
rCAG binder: binds r(CAG) RNA repeats; r(CAG) RNA repeat, TO-PRO-1 dye displacement fluorescence; inhibition, % at 3 µM; 370,000 compounds, 1.3% hits;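 active means inhibition above the plate cutoff, the mean of all test compounds on that plate plus 3 SD, cut at about 35% in these data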;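 further: 0% = DMSO alone and 100% = 100 µM mitoxantrone as full dye displacement; higher means more dye released from RNA so lower well fluorescence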
sPLA2-III inh: Blocks human group III sPLA2 activity; Q9NZ20; QFRET BODIPY PC-A2 liposome hydrolysis, fluorescence; inhibition, % at 12.2 µM; 370,000 compounds, 0.56% hits;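 active means inhibition above mean plus 3 SD of compounds lying within the high and low control bounds, cut at about 19% in these data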;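 further: 0% = median of test compound wells and 100% = no enzyme DMSO wells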
NPR1 activator: GC-A (human) enzyme activation | P16066 | HEK293 GC-A cells, cGMP TR-FRET, EC30 ANP; 0% at EC30 ANP, 100% saturating ANP | activation, % at 10 µM | 370,000 compounds, 0.14% hits | AID 1671463; in the data active means activation above about 40%
FXN GAA850 act: increases GAA850 frataxin promoter reporter activity; HEK293 lucGAA850 FXN promoter luciferase reporter, 24 h; percent of 10 µM SAHA response; activation, % at 6 µM; 360,000 compounds, 0.56% hits;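 active means activation above the average of all compounds screened plus 3 SD, cutoff fixed separately per campaign, cut at about 7.5% in these data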;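 further: 0% = DMSO wells and 100% = 10 µM SAHA wells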
DDE Tn6 FP inh: DD(E)-Tn6 binding inhibition, primary FP screen. P02675. Fibrin DD(E) TRITC-Tn6 fluorescence polarization displacement. inhibition, % at 8.3 µM. 370,000 compounds, 0.21% hits. AID 720509;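 active means inhibition above a per-campaign cutoff: mean of compounds within control limits plus 3 SD, cut at about 15% in these data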;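 further: 0% = median of all compound wells on the plate and 100% = blocking peptide control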
Target sequence (P02675 whole entry, looked up): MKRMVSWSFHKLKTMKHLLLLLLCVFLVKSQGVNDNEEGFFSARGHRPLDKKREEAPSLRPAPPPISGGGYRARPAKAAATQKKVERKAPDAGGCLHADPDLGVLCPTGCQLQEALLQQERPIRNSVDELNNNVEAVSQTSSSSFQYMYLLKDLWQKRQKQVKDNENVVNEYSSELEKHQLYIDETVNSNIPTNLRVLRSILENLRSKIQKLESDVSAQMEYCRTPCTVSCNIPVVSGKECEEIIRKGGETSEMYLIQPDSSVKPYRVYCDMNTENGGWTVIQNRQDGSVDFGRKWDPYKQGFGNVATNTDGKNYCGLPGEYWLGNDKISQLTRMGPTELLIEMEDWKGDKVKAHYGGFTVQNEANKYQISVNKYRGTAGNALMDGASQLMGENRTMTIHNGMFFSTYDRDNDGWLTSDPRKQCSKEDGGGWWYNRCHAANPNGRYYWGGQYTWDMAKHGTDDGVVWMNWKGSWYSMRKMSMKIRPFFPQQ
ARFGAP1 inhibitor: rat ARFGAP1 inhibition. Arfgap1-stimulated ARF1 GTP hydrolysis, GDP FP detection. 360,000 compounds, 0.26% hits. Q62848. inhibition, % at 16.5 µM;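 active means inhibition above a per-plate limit, mean inhibition of low control wells plus 3 SD, cut at about 25% in these data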;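 further: 0% = DMSO wells with enzyme and 100% = wells lacking Arfgap1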
Target sequence (Q62848 1-136 limits assumed): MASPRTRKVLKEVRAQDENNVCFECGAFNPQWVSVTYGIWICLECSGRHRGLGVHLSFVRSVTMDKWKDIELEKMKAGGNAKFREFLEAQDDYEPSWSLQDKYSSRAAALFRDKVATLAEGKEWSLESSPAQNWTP
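system = rat Arfgap1 catalytic domain, aa 1-136 | technique = FP, GDP Alexa 633 tracer displaced from anti-GDP antibody, 620/688 nm | compound = one concentration, 16.5 µM, DMSO 1.26% | medium = HEPES-based buffer, pH 7.5 | timing = compound-enzyme preincubation 20 min, reaction 120 min, detection 60 min, 25 °C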
NPR2 activator: GC-B (human) receptor activation; P20594; HEK293-GC-B cells, CNP EC30, cGMP TR-FRET; 0% at EC30 CNP, 100% saturating CNP; activation, % at 10 µM; 370,000 compounds, 0.11% hits; AID 1920062;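 active means activation at 10 µM reaching about 35% in either raw or pattern-adjusted values, limit read from the data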
ADAM10 inh: inhibitors of human ADAM10; O14672; recombinant ADAM10, EDANS/DABCYL FRET peptide cleavage, 3 h; inhibition, % at 7 µM; 370,000 compounds, 0.62% hits;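 active means inhibition above a per-campaign cutoff equal to the mean of compounds falling between control-based bounds plus 3 SD, cut at about 20% in these data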;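 further: 0% = DMSO wells while the 100% control is not disclosed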
An asterisk follows results filed as active; i = inactive; / = not tested or not shown.

SMILES	KLK7 zymogen act	ASAP1 inh	rCAG binder	sPLA2-III inh	NPR1 activator	FXN GAA850 act	DDE Tn6 FP inh	ARFGAP1 inhibitor	NPR2 activator	ADAM10 inh
Cc1cc(NCCOCCO)n2c(nc3ccccc32)c1C#N	48*	4	-1	-1	4	-0.5	-4	8	0	i
COc1ccc(CC(=O)N[C@@H]2c3ccccc3CC[C@H]2OCc2ccccc2)cc1	-0.3	-9	0	-4	-8	-1.5	-5	-2	-3	2
COCCNC(=O)[C@H](C)[C@H]1C[C@]1(C)[C@H](NC(=O)OCc1ccccc1)c1ccccc1	-0.1	9	-9	3	-2	0.0	4	10	1	-9
CS(=O)(=O)N(Cc1ccccc1Cl)c1ccc(C(=O)NCc2ccccn2)cc1	-0.3	-13	-4	-5	-7	-1.2	-5	-1	0	-2
O=C(NCc1ccccc1)C1(C(F)(F)F)CC(CCCO)CCCO1 (stereo not given)	-0.5	6	-6	2	3	1.1	11	-10	2	6
CCc1ccccc1NC(=O)CNC(=O)c1cn(Cc2ccccc2)nc1-c1cccnc1	-0.4	3	-2	-4	9	1.1	8	8	3	-8
Cc1onc(C(=O)NN)c1-c1csc(COc2ccccc2)n1	0.2	-8	4	2	3	0.5	-7	6	-2	15
CC(C)c1onc(C(=O)N2CCN(c3ccccc3)CC2)c1[N+](=O)[O-]	0.2	3	-3	5	-1	1.1	0	-9	1	1
Cc1cccc(NS(=O)(=O)c2cccc(C(=O)N3CCCCCCC3)c2)c1	0.3	4	4	-25	-2	-0.4	7	-2	2	1
CC(Cc1ccccn1)NC(=O)c1ccc(OC2CCN(Cc3ccccn3)CC2)cc1 (stereo not given)	-0.4	-3	-8	-5	5	2.3	-2	3	5	-2
N/C(=N\OC(=O)COc1cc(Cl)c(Cl)cc1Cl)c1ccccn1	0.4	3	-3	-2	8	4.9	-6	6	-4	-3
CCOc1ccc(N(C)S(=O)(=O)c2ccc(-c3cc(C)no3)s2)cc1	-0.2	-3	5	-1	-1	-2.3	-2	2	-2	4
Cc1cc(C)c2[nH]c(=O)c(CN(Cc3cccs3)C(=S)NCC3CCCO3)cc2c1 (stereo not given)	-0.2	8	3	1	-12	-1.0	1	-3	-8	-13
COc1ccc(N(C(C)=O)S(=O)(=O)c2cc(OC)ccc2OC)cc1	0.4	0	1	10	0	-2.6	-1	3	3	-8
COc1ccnc(Nc2ccc(C)c(C)c2)c1C#N	-0.1	-3	1	5	-2	1.8	6	-9	5	-2
CCN(CC)C(=O)C(C)N1c2cccc3cccc(c23)S1(=O)=O (stereo not given)	4.2	-9	5	0	-1	-1.1	-7	4	3	-178
COc1ccccc1N(C)S(=O)(=O)c1ccc(C(=O)OCC(=O)c2c[nH]c3ccccc23)cc1	-1.2	-11	13	-21	-4	0.2	7	7	6	11
Cc1cccc(NC(=O)CNC(=O)[C@H]2O[C@@H](n3cnc4c(N)ncnc43)[C@H](O)[C@@H]2O)c1C	0.2	-4	1	0	1	/	1	1	1	-3
CCCCn1c(-c2csc3ccccc23)n[nH]c1=S	0.5	3	3	14	-3	-2.9	-6	-6	-2	2
CC(=O)C1=C(C)NC(SCC(N)=O)=C(C#N)C1c1cccs1 (stereo not given)	1.6	-10	0	6	0	-0.4	-4	1	3	-1
CCN1CCN(c2ncnc3scc(-c4ccc(C)cc4)c23)CC1	0.0	7	-8	-13	-20	0.2	-4	-8	-4	-10
NS(=O)(=O)c1ccc(CCNC(=O)CCc2nc3ccccc3s2)cc1	0.8	-2	1	0	-2	0.6	-5	9	1	5
O=C1c2ccccc2C(=O)N1CCCc1nc2ccccc2c(=O)n1Cc1ccco1	0.1	7	-4	-3	-3	-0.6	-1	1	0	-6
Cc1ccc(S(=O)(=O)NCCC(=O)OCC(=O)N2CCCC2=O)cc1C	0.3	-3	-4	10	2	-0.9	-11	-15	0	-9
CSCC[C@H](NC(=O)N1CCn2c1nc1ccccc12)C(=O)N[C@H](Cc1ccccc1)C(=O)O	0.1	6	10	8	2	-0.6	-3	3	-1	-18

Ordered by molar mass (high to low): some entries from above
SMILES	KLK7 zymogen act	ASAP1 inh	rCAG binder	sPLA2-III inh	NPR1 activator	FXN GAA850 act	DDE Tn6 FP inh	ARFGAP1 inhibitor	NPR2 activator	ADAM10 inh
Cc1cc(C)c2[nH]c(=O)c(CN(Cc3cccs3)C(=S)NCC3CCCO3)cc2c1 (stereo not given)	-0.2	8	3	1	-12	-1.0	1	-3	-8	-13
CC(Cc1ccccn1)NC(=O)c1ccc(OC2CCN(Cc3ccccn3)CC2)cc1 (stereo not given)	-0.4	-3	-8	-5	5	2.3	-2	3	5	-2
Cc1cccc(NS(=O)(=O)c2cccc(C(=O)N3CCCCCCC3)c2)c1	0.3	4	4	-25	-2	-0.4	7	-2	2	1

Next records:
SMILES	KLK7 zymogen act	ASAP1 inh	rCAG binder	sPLA2-III inh	NPR1 activator	FXN GAA850 act	DDE Tn6 FP inh	ARFGAP1 inhibitor	NPR2 activator	ADAM10 inh
CCOC(=O)N1CCN(c2c(NCCCN(CC)CC)c(=O)c2=O)CC1	-0.3	4	1	-1	-1	-1.1	-2	-6	6	-1
O=S(=O)(NCCNS(=O)(=O)c1ccc(F)cc1)c1ccc(F)cc1	0.3	-4	-2	-6	2	-1.7	1	6	-1	-4
Clc1ccc(-c2csc(N3CCOCC3)n2)cc1	0.1	8	0	6	-1	3.5	4	5	-6	-2
CC(=O)Nc1ccc(NC(=O)CSCc2ccccc2Cl)cc1	0.5	-13	5	-3	-3	2.2	2	10	-5	0
CC(C)C[C@H](NC(=O)Nc1cccc(Br)c1)C(=O)O	-0.2	-4	5	6	5	1.2	-4	-13	1	-1
CCCC1CCC2(CC1)CCC2OC(=S)Nc1cccc(Cl)c1 (stereo not given)	/	/	/	10	1	/	-6	/	6	-7
Cc1ccccc1N=C(NO)c1nonc1N	-0.9	-3	1	-6	4	2.9	1	1	0	4
O=C1[C@H]2CCC=C[C@H]2[C@H](c2ccccc2Br)N1Cc1ccccc1	-0.4	12	3	-10	-9	-1.8	-4	-8	-11	1
Cc1ccc(S(=O)(=O)N(C)CCCC(=O)Nc2ccccn2)cc1	0.2	12	-2	20*	-2	2.7	0	10	2	-13
O=C(Nc1ccc(NC(=O)c2ccco2)cc1)c1ccc2c(c1)OCO2	1.2	6	4	4	-1	-4.1	-4	-12	-2	-2
CC(C)(C)CN1C(N)=NC[C@@H]1Cc1ccccc1	0.0	1	4	9	3	0.3	3	-6	2	2
CC(=O)N/C(=C\c1ccccc1)C(=O)OCC(=O)c1ccc(F)cc1	0.4	-8	-3	0	5	1.5	-5	-5	6	-8
CN(C)/C=N/c1c(C#N)cnn1-c1nc2ccccc2s1	-0.5	7	1	-3	-3	-5.3	-1	-1	1	8
COc1ccc(Cn2c(=O)n(Cc3ccco3)c(=N)c3c4c(sc32)COC(C)(C)C4)cc1	-0.8	13	5	8	56*	3.7	-1	-6	56*	-3
COCCN(CC(=O)Nc1cccc(C)c1C)C(=O)c1cc(-c2cccs2)nn1-c1ccccc1	-0.8	7	5	-17	-5	0.4	-6	2	-3	8
CCOc1ccc(C(=O)Nc2ccc(S(=O)(=O)Nc3nccc(C)n3)cc2)cc1OCC	-0.8	-8	14	-5	2	2.1	5	2	0	-5
COc1ccc(S(=O)(=O)N2CCOCC2)cc1NC(=O)/C=C/c1ccc(F)cc1	0.6	10	5	-14	1	2.2	-6	-10	3	1
Cc1cccc(OCC(=O)NN2C(=O)C3C4C=CC(O4)C3C2=O)c1 (stereo not given)	0.3	7	-3	2	-2	3.7	1	-8	0	1
COc1cc(C(=O)O)c([N+](=O)[O-])c(OC)c1OC	0.3	-16	1	4	-1	0.6	-5	6	2	2
CN(C)CCn1c(=O)n(-c2ccc(F)cc2)c(=O)c2c3c(sc21)CCCCC3	0.0	2	-6	-11	-1	3.0	3	5	-6	-1
Cc1ncc([N+](=O)[O-])n1S(=O)(=O)c1cc(Cl)ccc1Cl	0.5	21	-2	-2	-3	-0.6	-1	-4	0	3
COc1ccc(C2(CNC(=O)c3cc([N+](=O)[O-])cc([N+](=O)[O-])c3)CCCC2)cc1OC	0.7	4	-1	1	-9	0.0	7	8	-3	9
COc1ccc(OCc2cc(-c3ccc(Cl)cc3)no2)cc1	0.1	0	4	0	-3	2.7	-5	-6	-1	6
CCCc1ccc(NC(C)C(=O)Nc2ccc(S(=O)(=O)N3CCOCC3)cc2)cc1 (stereo not given)	-0.1	3	3	-7	8	1.5	1	1	1	-3
Cc1cnccc1CN(C)C(=O)CC1C(=O)NCCN1CC1CCCCC1 (stereo not given)	-0.2	-6	-5	1	-4	-1.8	-1	0	6	-13
CCc1ccc2c(Cl)c(C(=O)N/N=C/c3c[nH]c4ccccc34)sc2c1	-23	-6	33	-15	1	2.8	1	14	4	8
O=C(O)c1ccc2c(=O)n3c(nc2c1)/C(=C/c1cccc(O)c1)CC3	0.9	-10	12	2	-1	0.4	13	3	0	-4
Cc1cccn2c(=O)c(/C=C(\C#N)S(=O)(=O)c3ccccc3)c(N3CCN(Cc4ccccc4)CC3)nc12	0.7	-3	-2	3	0	0.7	4	6	-4	-23
O=C(c1ccc(Br)s1)N1CCN(C/C=C/c2ccccc2)CC1	-0.3	-5	-2	-8	3	1.0	1	-6	1	-2

Reprinted from the entries so far (11 entries):
SMILES	KLK7 zymogen act	ASAP1 inh	rCAG binder	sPLA2-III inh	NPR1 activator	FXN GAA850 act	DDE Tn6 FP inh	ARFGAP1 inhibitor	NPR2 activator	ADAM10 inh
CCOC(=O)N1CCN(c2c(NCCCN(CC)CC)c(=O)c2=O)CC1	-0.3	4	1	-1	-1	-1.1	-2	-6	6	-1
O=S(=O)(NCCNS(=O)(=O)c1ccc(F)cc1)c1ccc(F)cc1	0.3	-4	-2	-6	2	-1.7	1	6	-1	-4
Clc1ccc(-c2csc(N3CCOCC3)n2)cc1	0.1	8	0	6	-1	3.5	4	5	-6	-2
CC(=O)Nc1ccc(NC(=O)CSCc2ccccc2Cl)cc1	0.5	-13	5	-3	-3	2.2	2	10	-5	0
CC(C)C[C@H](NC(=O)Nc1cccc(Br)c1)C(=O)O	-0.2	-4	5	6	5	1.2	-4	-13	1	-1
CCCC1CCC2(CC1)CCC2OC(=S)Nc1cccc(Cl)c1 (stereo not given)	/	/	/	10	1	/	-6	/	6	-7
Cc1ccccc1N=C(NO)c1nonc1N	-0.9	-3	1	-6	4	2.9	1	1	0	4
O=C1[C@H]2CCC=C[C@H]2[C@H](c2ccccc2Br)N1Cc1ccccc1	-0.4	12	3	-10	-9	-1.8	-4	-8	-11	1
Cc1ccc(S(=O)(=O)N(C)CCCC(=O)Nc2ccccn2)cc1	0.2	12	-2	20*	-2	2.7	0	10	2	-13
O=C(Nc1ccc(NC(=O)c2ccco2)cc1)c1ccc2c(c1)OCO2	1.2	6	4	4	-1	-4.1	-4	-12	-2	-2
CC(C)(C)CN1C(N)=NC[C@@H]1Cc1ccccc1	0.0	1	4	9	3	0.3	3	-6	2	2

Bioassay records (PubChem)
